# ASAP1 GAP inh – inhibitors of human ASAP1 ArfGAP activity, primary screen, biochemical, fluorescence polarization; ASAP1-stimulated ARF1 GTP hydrolysis, GDP FP detection; inhibition, % at 16.5 µM; hit rate 0.19% among 360,000; Arf-GAP with SH3 domain, ANK repeat and PH domain-containing protein 1 (Homo sapiens), …; in the data active = inhibition above about 25%;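 note: 0% = vehicle with enzyme and substrate and 100% = no enzyme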
# Target sequence (Q9ULH1 325-724 limits assumed): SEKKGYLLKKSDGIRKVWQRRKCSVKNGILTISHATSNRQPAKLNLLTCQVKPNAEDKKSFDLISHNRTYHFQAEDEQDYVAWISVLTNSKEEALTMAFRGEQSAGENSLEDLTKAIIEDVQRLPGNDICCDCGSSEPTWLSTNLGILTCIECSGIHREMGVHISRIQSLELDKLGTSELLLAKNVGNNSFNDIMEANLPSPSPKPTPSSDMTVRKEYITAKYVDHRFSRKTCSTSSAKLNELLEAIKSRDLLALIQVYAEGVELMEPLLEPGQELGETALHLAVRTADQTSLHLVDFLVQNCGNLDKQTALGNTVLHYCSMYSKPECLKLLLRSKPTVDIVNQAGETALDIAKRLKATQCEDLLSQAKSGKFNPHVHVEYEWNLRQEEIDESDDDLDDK
# TDP2 absorb – human TDP2 enzyme inhibitors, primary screen, biochemical, epi absorbance, recombinant enzyme. Tyrosyl-DNA phosphodiesterase 2 (Homo sapiens), O95551. T5PNP hydrolysis, p-nitrophenol absorbance 415 nm. inhibition, % at 12.8 µM. hit rate 0.34% among 370,000. AID 720702, 2013;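 active = inhibition above the mean of all tested compounds plus 3 SD, set per campaign, cut at about 25% in these data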;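 note: 0% = DMSO with enzyme and 100% = buffer with substrate but no TDP2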
#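 System – recombinant human TDP2 · Quantity – TDP2 enzyme at 120 nM final · Doses – single concentration, 12.8 µM nominal, with 1% DMSO · Incubation – 2 h at 37 °C · Measured by – epi absorbance of p-nitrophenol freed from T5PNP by hydrolysis · Read-out – % inhibition relative to enzyme-containing and enzyme-free wells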
# Tn6 DDE FP – inhibitors of Tn6 peptide binding to fibrin DD(E), primary screen, biochemical, fluorescence polarization, human fibrin, Tn6 probe; Fibrin DD(E) TRITC-Tn6 fluorescence polarization displacement; AID 720509, 2013; Fibrinogen beta chain (Homo sapiens), P02675; hit rate 0.21% among 370,000; inhibition, % at 8.3 µM;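 active = inhibition above a per-campaign cutoff: mean of compounds within control limits plus 3 SD, cut at about 15% in these data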;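 note: 0% = median of all compound wells on the plate and 100% = blocking peptide control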
# ADAM10 inh – human ADAM10 inhibitors, primary screen, biochemical, QFRET, HTS | Disintegrin and metalloproteinase domain-containing protein 10 (Homo sapiens), O14672 | recombinant ADAM10, EDANS/DABCYL FRET peptide cleavage, 3 h | inhibition, % at 7 µM | hit rate 0.62% among 370,000;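 active = inhibition above a per-campaign cutoff equal to the mean of compounds falling between control-based bounds plus 3 SD, cut at about 20% in these data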;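 note: 0% = DMSO wells while the 100% control is not disclosed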
# Target sequence (O14672 214-748 limits assumed): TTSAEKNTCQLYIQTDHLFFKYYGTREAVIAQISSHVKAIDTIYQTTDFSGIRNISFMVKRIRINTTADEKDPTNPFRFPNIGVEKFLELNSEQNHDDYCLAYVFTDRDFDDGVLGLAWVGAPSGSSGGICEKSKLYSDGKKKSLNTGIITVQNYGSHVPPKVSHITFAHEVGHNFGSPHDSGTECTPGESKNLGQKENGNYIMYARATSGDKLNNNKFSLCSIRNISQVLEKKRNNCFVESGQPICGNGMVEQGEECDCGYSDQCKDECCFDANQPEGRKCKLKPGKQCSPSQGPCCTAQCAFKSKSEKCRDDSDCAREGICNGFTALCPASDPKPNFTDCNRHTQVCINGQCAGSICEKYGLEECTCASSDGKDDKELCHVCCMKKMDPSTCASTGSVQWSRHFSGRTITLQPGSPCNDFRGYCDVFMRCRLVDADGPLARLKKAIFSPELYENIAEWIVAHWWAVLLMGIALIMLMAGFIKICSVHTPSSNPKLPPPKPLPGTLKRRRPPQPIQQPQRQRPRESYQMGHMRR
# Tn7 DDE FP – inhibitors of Tn7 peptide binding to fibrin DD(E), primary screen, biochemical, fluorescence polarization, human fibrin, Tn7 probe; Fibrinogen beta chain (Homo sapiens), P02675; FP displacement of FITC-Tn7 peptide from fibrin DD(E); 0% = median of compound wells per plate; inhibition, % at 8.3 µM; hit rate 0.13% among 370,000; AID 720508, 2013;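 active = inhibition above the mean of compounds falling within the control limits plus 3 SD of them, cut at about 14% in these data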;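 note: 0% = plate median of compound wells and 100% = 10 µM Aha-Tn7 peptide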
#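 system = human fibrin DD(E) protein | quantity = DD(E) 2 µM final | medium = Tris/NaCl/CaCl2 buffer, pH 7.8 | also added = labelled Tn7 tracer, 0.1 µM | compound dosing = single point at 8.3 µM | timing = compound with protein 10 min, then 3 h after probe, room temperature | signal = FP measurement | benchmarks = Aha-Tn7 high control | repeats = one replicate per compound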
# ARFGAP1 inhibitor – inhibitors of rat ARFGAP1 GAP activity, primary screen, biochemical, fluorescence polarization, GDP tracer; inhibition, % at 16.5 µM; ADP-ribosylation factor GTPase-activating protein 1 (Rattus norvegicus), Q62848; Arfgap1-stimulated ARF1 GTP hydrolysis, GDP FP detection; hit rate 0.26% among 360,000;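 active = inhibition above a per-plate limit, mean inhibition of low control wells plus 3 SD, cut at about 25% in these data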;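 note: 0% = DMSO wells with enzyme and 100% = wells lacking Arfgap1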
#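 System: truncated rat Arfgap1 GAP domain / Benchmarks: high control wells lacking Arfgap1, low control full reaction with DMSO / Times: compound-enzyme preincubation 20 min, reaction 120 min, detection 60 min, 25 °C / Repeats: one replicate per compound / Also added: human ARF1(Δ1-17)-GTP substrate / Measured by: Tracer-displacement fluorescence polarization with EDTA stop, 620/688 nm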
# ADAM17 inh – ADAM17 inhibitors, primary screen, biochemical, QFRET; Disintegrin and metalloproteinase domain-containing protein 17 (Homo sapiens), P78536; recombinant ADAM17, EDANS/DABCYL FRET peptide cleavage; inhibition, % at 6.95 µM; hit rate 0.83% among 370,000; AID 720648, 2013;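 active = inhibition above the mean of compounds lying between control limits plus 3 SD, set per campaign, cut at about 8.5% in these data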;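 note: 0% = DMSO-only wells as the low control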
# SIAE primary – human SIAE inhibitors, primary screen, biochemical, fluorescence polarization, FP-Rh probe, 1536-well HTS | Sialate O-acetylesterase (Homo sapiens), Q9HAT2 | SIAE FP-Rh probe binding | inhibition, % at 9.66 µM | hit rate 0.69% among 370,000 | AID 1053197, 2014;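 active = inhibition above a cutoff: mean of compounds within the control limits plus 3 SD of those, cut at about 17% in these data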;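 note: 0% = plate median of compound wells and 100% = probe without SIAE protein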
# PLCb3 inh – human PLC-beta3 inhibitors, primary screen, biochemical, fluorescence; hit rate 0.18% among 370,000; inhibition, % at 12.2 µM; Purified PLC-beta3, fluorogenic substrate; in the data active = inhibition above about 11%;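 note: 0% = median of compound wells on plate and 100% = full blocker control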
# PLC-gamma1 inh – PLC-gamma1 enzyme inhibitors, primary screen, biochemical, fluorescence, purified enzyme; 1-phosphatidylinositol 4,5-bisphosphate phosphodiesterase gamma-1 (Homo sapiens), P19174; fluorogenic substrate; inhibition, % at 12.2 µM; hit rate 0.84% among 370,000; in the data active = inhibition above about 9.5%
# * = called active by the depositor; i = inactive; . = no result given.
SMILES,ASAP1 GAP inh,TDP2 absorb,Tn6 DDE FP,ADAM10 inh,Tn7 DDE FP,ARFGAP1 inhibitor,ADAM17 inh,SIAE primary,PLCb3 inh,PLC-gamma1 inh
COc1ccc(CCNC(=O)CN(CCc2ccccc2)S(C)(=O)=O)cc1OC,-4,-2,8,1,4,4,-2,-3,2,1
Cc1ccc(-c2nn(-c3ccccc3)cc2/C=C(\C#N)C(=O)NCc2ccccc2)cc1,14,2,3,2,4,6,-2,-2,-1,4
O=C(C(c1ccccc1)c1ccccc1)N1CCCc2ccccc21,-21,-8,7,10,4,1,5,-1,7,7
CCc1nc(N2CCOCC2)c(C#N)c2c1COC(C)(C)C2,-7,1,-1,-368,-5,7,-129,2,-102,-83
COCCNC(=O)/C(C#N)=C/c1cc(C)n(-c2ccc(C)cc2)c1C,1,3,-2,-36,0,-6,-11,6,-76,-67
CC1(C)CC2(CC(C)(C)NC(=O)N2)NC(=O)N1,-7,-4,6,-4,-5,-1,0,6,7,2
CCCN1CCN(C(=S)Nc2ccc([N+](=O)[O-])cc2)CC1,8,-2,-4,0,-9,-11,-2,2,3,2
C=CCn1cc(-c2ccccc2)cc(C#N)c1=O,-7,-1,-2,i,-5,-4,-348,1,-139,-113
CCOC(=O)c1ccc(NC(=O)Oc2cc(C)c(Cl)cc2C(C)C)cc1,16,-12,-7,-1,2,2,-3,2,-10,2
O=C(Nc1ccccc1F)c1cccc(C(=O)Nc2ccccc2F)c1,-9,-6,-5,6,1,13,-1,-3,-3,2
Cc1cccc2cc(COC(=O)c3ccco3)c(=O)[nH]c12,2,0,5,-7,7,2,-7,4,0,1
COc1cccc(CN(C)C(=O)C2CSC3(C)CCC(=O)N23)c1OC (stereo not drawn),5,-1,-1,-14,-1,13,-2,3,-7,2
CCCc1cc(C(=O)Nc2cc(OC)ccc2OC)cs1,4,7,2,1,8,-3,-3,3,-13,-1
COc1ccc(NC(=S)NCCC(c2ccccc2)c2ccccc2)c(OC)c1,5,-10,-5,10,6,-3,4,8,0,-1
Cc1ccc(S(=O)(=O)N(C)C)cc1NC(=O)CSc1nncs1,-6,0,2,3,2,7,0,2,0,-2
c1cc(-c2nn[nH]n2)ccc1CN1CCCCC1,-18,12,-5,0,14*,12,-4,-2,-2,-2
O=C(CCc1ccccc1)N1CCN(c2ccccc2F)CC1,1,8,3,-9,-1,10,-6,-4,-3,0
Cc1ccc2nc(SC(C)C(=O)NCc3ccc4c(c3)OCO4)[nH]c2c1 (stereo not drawn),4,1,2,9,3,-3,1,-1,-2,0
O=C(NCCCn1ccnc1)c1ccc(-c2cccc(Cl)c2Cl)o1,14,-6,-1,-5,0,-1,-2,-12,-4,1
COc1ccccc1NC(=O)COC(=O)CCC(=O)c1cccs1,-6,-17,3,-6,-1,2,-3,-6,-3,-1
COc1ccc(Oc2c(Cl)cnn(CC(=O)C(c3ccccc3)c3ccccc3)c2=O)cc1,.,-7,1,-8,-9,.,-6,3,-3,-2
CC1CCC/C(=C\Nc2ccc(C(=O)O)c(O)c2)C1=O (stereo not drawn),8,9,-7,-12,-4,-15,-9,5,-18,-9
Cc1cccc(OCc2n[nH]c(=S)o2)c1C,-5,7,2,-3,6,3,1,2,-1,-1
Cc1ccc(C2/C(=C(/O)c3ccc(OC(C)C)cc3)C(=O)C(=O)N2CCN2CCOCC2)cc1 (stereo not drawn),0,0,0,-2,3,-4,1,6,-2,2
CCN1CCN(Cc2ccc(NC(=O)c3cc(NC(=O)c4cncc(-c5cccs5)c4)cc(OC)c3)cc2C(F)(F)F)CC1,37*,-4,-9,5,-1,52*,3,-92,-8,-13
COC(=O)c1cccc(NC(=O)Cc2ccsc2)c1,-7,-8,-7,-5,0,4,0,-2,-2,6
COc1ccc(C2NC(=S)NC(C)=C2C(=O)N2CCOCC2)cc1 (stereo not drawn),-6,-8,1,2,-12,-5,0,5,-1,3
Cn1cnnc1SCC(=O)Nc1ccccc1Oc1ccccc1,-2,-16,2,5,3,-6,-3,-1,-4,6
Nc1[nH]c(C(=O)c2ccc(Br)cc2)c(-c2ccccc2Br)c1C(=O)NCCc1c[nH]c2ccccc12,15,6,-9,-9,1,19,-3,7,-14,-12
CC(=O)Nc1cc(C(=O)NCc2ccco2)ccc1Sc1ccc(Cl)cc1,11,-11,4,-1,-6,4,0,-2,-4,-3
Cc1cc(Br)cn2c(Cc3ccccc3C(F)(F)F)c(-c3ccc(F)cc3)nc12,5,-5,4,5,-8,1,3,-9,-4,-4
Cc1ccc(S(=O)(=O)N2[C@@H](c3ccc(Cl)cc3)C(C(=O)OC(C)(C)C)=CC[C@H]2c2ccc(Cl)c(Cl)c2)cc1,-5,-16,-8,9,-7,2,8,0,5,2
CCNC(=S)N/N=C/c1cc(C)n(-c2ccc(Cl)cc2)c1C,5,0,3,5,-5,1,1,15,-11,-6
COCCNC(=O)c1ccccc1N(Cc1ccccc1)S(=O)(=O)c1ccccc1,-6,-5,4,-8,3,1,-2,-2,-5,2
CSc1cccc(NC(=O)Cc2ccccc2[N+](=O)[O-])c1,6,-2,6,11,-6,3,0,-2,7,1
CSC1=C(C#N)C(c2ccc(C(C)C)cc2)CC(=O)N1 (stereo not drawn),2,7,7,-14,2,-6,-5,6,1,-1
CC1(C(=O)NS(=O)(=O)c2cccc(Cl)c2)CCN1C(=O)CC1CCCCC1 (stereo not drawn),-12,-17,5,-7,4,4,-2,-7,-2,9
Cc1ccc(CSCC(=O)Nc2cc(S(=O)(=O)N3CCOCC3)ccc2OCC(F)(F)F)cc1,-2,-6,0,2,0,-3,6,-1,-6,-4
O=C(c1ccc(Cl)c(NC2=NC3CS(=O)(=O)CC3S2)c1)N1CCN(c2ccccc2)CC1 (stereo not drawn),3,7,2,-5,3,-24,-2,15,4,-1
COc1ccc(Cc2nc3ccc(C(=O)NCc4cc(C)no4)cc3o2)cc1OC,11,3,5,-21,-5,-4,-3,9,-9,-9
CN(C)S(=O)(=O)c1cccc(NC(=O)c2ccc(COc3ccccc3)cc2)c1,15,-15,-4,18,-1,-1,9.6*,-18,8,8
O=C1CC(c2ccccc2)NN1 (stereo not drawn),-13,24,-4,0,-10,-2,-1,2,-1,-2
CCC1Sc2ccc(S(=O)(=O)CCC(=O)NCc3ccco3)cc2NC1=O (stereo not drawn),-7,0,-4,4,-8,-7,-4,-2,-5,2
COc1ccc(-c2ccnc(SCC(=O)N3CCN(c4ccccc4)CC3)n2)cc1,-7,-13,-1,11,4,-1,5,3,4,9
Cc1cccc(N2CCN(C(=O)c3cc4c(=O)n(C)c5ccccc5c4n3C)CC2)c1C,6,4,9,-17,-4,-19,-4,-9,-6,-4
N#Cc1cc2c(=O)n3ccccc3nc2n(-c2ccc(Cl)cc2)c1=O,-7,3,5,i,5,0,-190,-2,-90,-77
O=C(Nc1ccccc1Cl)Nn1cnnc1,-6,3,3,-1,0,-13,-6,-2,-7,-2
COc1ccc(C(=O)N2CCC(NC(=O)C(Cc3ccccc3OC)NC(C)=O)CC2)cc1 (stereo not drawn),-4,13,6,-14,-5,-4,1,2,-1,0
CC(CO)Nc1nc(SCc2ccccc2)nc2sc3c(c12)CCC3 (stereo not drawn),23,-11,-1,0,-4,13,2,9,-4,0

# By substructure, those above with an aryl methoxy group (11)
SMILES,ASAP1 GAP inh,TDP2 absorb,Tn6 DDE FP,ADAM10 inh,Tn7 DDE FP,ARFGAP1 inhibitor,ADAM17 inh,SIAE primary,PLCb3 inh,PLC-gamma1 inh
COc1ccc(CCNC(=O)CN(CCc2ccccc2)S(C)(=O)=O)cc1OC,-4,-2,8,1,4,4,-2,-3,2,1
COc1cccc(CN(C)C(=O)C2CSC3(C)CCC(=O)N23)c1OC (stereo not drawn),5,-1,-1,-14,-1,13,-2,3,-7,2
CCCc1cc(C(=O)Nc2cc(OC)ccc2OC)cs1,4,7,2,1,8,-3,-3,3,-13,-1
COc1ccc(NC(=S)NCCC(c2ccccc2)c2ccccc2)c(OC)c1,5,-10,-5,10,6,-3,4,8,0,-1
COc1ccccc1NC(=O)COC(=O)CCC(=O)c1cccs1,-6,-17,3,-6,-1,2,-3,-6,-3,-1
COc1ccc(Oc2c(Cl)cnn(CC(=O)C(c3ccccc3)c3ccccc3)c2=O)cc1,.,-7,1,-8,-9,.,-6,3,-3,-2
CCN1CCN(Cc2ccc(NC(=O)c3cc(NC(=O)c4cncc(-c5cccs5)c4)cc(OC)c3)cc2C(F)(F)F)CC1,37*,-4,-9,5,-1,52*,3,-92,-8,-13
COc1ccc(C2NC(=S)NC(C)=C2C(=O)N2CCOCC2)cc1 (stereo not drawn),-6,-8,1,2,-12,-5,0,5,-1,3
COc1ccc(Cc2nc3ccc(C(=O)NCc4cc(C)no4)cc3o2)cc1OC,11,3,5,-21,-5,-4,-3,9,-9,-9
COc1ccc(-c2ccnc(SCC(=O)N3CCN(c4ccccc4)CC3)n2)cc1,-7,-13,-1,11,4,-1,5,3,4,9
COc1ccc(C(=O)N2CCC(NC(=O)C(Cc3ccccc3OC)NC(C)=O)CC2)cc1 (stereo not drawn),-4,13,6,-14,-5,-4,1,2,-1,0

# Screening results as filed in PubChem BioAssay.
